# Bioassay records deposited in PubChem by several laboratories.
# OX1R antag-1: antagonists of human orexin 1 receptor (OX1R); OX1R-expressing cells, FRET antagonist read-out; O43613; inhibition, % at 6.6 µM; hit rate 1.8% among 330,000; AID 485270; in the data active means inhibition mostly above about 38%, no sharp cut-off; inactive means mostly below about 40%;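 further: 0% = agonist challenge alone and 100% = reference antagonist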
# Target sequence (O43613 whole entry, looked up): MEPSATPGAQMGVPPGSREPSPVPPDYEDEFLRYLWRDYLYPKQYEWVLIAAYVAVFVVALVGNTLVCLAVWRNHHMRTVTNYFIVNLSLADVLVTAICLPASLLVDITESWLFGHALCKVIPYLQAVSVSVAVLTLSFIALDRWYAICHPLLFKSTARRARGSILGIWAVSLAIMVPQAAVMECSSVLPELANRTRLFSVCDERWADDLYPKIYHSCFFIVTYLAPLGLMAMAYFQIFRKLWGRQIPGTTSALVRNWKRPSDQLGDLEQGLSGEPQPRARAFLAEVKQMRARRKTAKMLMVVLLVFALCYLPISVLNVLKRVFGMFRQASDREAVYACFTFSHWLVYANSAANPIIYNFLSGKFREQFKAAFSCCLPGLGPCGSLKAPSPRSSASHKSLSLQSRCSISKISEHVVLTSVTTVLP
# OX1R antag-2: human HCRTR1 antagonism. O43613. CHO/OX1R cells, Fluo-8 calcium fluorescence, orexin A. inhibition, % at 5 µM. hit rate 0.43% among 330,000. AID 434989;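 active means inhibition above its plate's threshold, mean inhibition of all tested compounds on the plate plus 3 SD, cut at about 37% in these data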;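 further: 0% = orexin A challenge wells and 100% = SB-334867-A antagonist wells; not every result past the cut was called active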
# STK33 inh: human STK33 kinase inhibition; Q9BYT3; purified STK33, MBP phosphorylation, ADP-Glo luminescence; inhibition, % at 10 µM; hit rate 0.073% among 320,000; AID 2661;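 active means inhibition at or above 25%, using the most active replicate where run in duplicate; inactive means inhibition below 25%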
# Target sequence (Q9BYT3 whole entry, looked up): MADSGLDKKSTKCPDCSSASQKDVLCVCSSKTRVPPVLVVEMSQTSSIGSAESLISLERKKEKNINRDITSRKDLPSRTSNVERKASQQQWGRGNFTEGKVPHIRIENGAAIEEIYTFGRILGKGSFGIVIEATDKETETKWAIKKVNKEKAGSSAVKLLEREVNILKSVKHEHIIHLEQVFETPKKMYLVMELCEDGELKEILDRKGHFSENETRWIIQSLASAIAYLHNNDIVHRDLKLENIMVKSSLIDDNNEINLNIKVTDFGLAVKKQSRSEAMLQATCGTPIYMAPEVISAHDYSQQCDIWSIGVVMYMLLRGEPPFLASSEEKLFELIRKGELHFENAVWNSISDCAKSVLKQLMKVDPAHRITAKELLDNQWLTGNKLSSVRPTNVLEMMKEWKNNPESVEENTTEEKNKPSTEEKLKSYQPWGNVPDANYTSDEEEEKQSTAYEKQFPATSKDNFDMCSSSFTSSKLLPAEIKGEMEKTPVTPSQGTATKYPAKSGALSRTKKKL
# An asterisk follows results filed as active; . = no result given.
# The opening 2 records, to show the layout:
SMILES	STK33 inh	OX1R antag-2	OX1R antag-1
CCS(=O)(=O)N1Cc2ccccc2CC1C(=O)N(C)Cc1ccc(OC)c(F)c1 (configuration not stated)	-1.1	-23.6	-1.9
CC(C)CCn1c(CN2CCN(Cc3ccccc3)CC2)nc2c1c(=O)n(C)c(=O)n2C	-0.7	-43.3	17.8

# This part in full, from the start:
SMILES	STK33 inh	OX1R antag-2	OX1R antag-1
CCS(=O)(=O)N1Cc2ccccc2CC1C(=O)N(C)Cc1ccc(OC)c(F)c1 (configuration not stated)	-1.1	-23.6	-1.9
CC(C)CCn1c(CN2CCN(Cc3ccccc3)CC2)nc2c1c(=O)n(C)c(=O)n2C	-0.7	-43.3	17.8
CCOC(=O)c1ccc(N=C2C(=S)N(c3ccc(C(=O)OCC)cc3)C(=N)N2/N=C/c2ccccc2)cc1	-2.3	-1.5	28.7
O=C(NC12CC3CC(CC(C3)C1)C2)c1ccc([N+](=O)[O-])cc1	-15.8	-0.1	-3.0
Cc1cc(C)cc(NC(=O)N2c3ccccc3NC(=O)CC2C)c1 (configuration not stated)	0.8	-15.7	9.1
O=C1CCCC(=NCc2ccco2)C1	-3.0	-12.0	-2.5
Cc1nn(Cc2ccccc2)c(C)c1/C=N/NC(=O)c1cccnc1	-1.9	2.0	6.3
CCN1C(=O)/C(=C\N2CCOCC2)SC1=S	-1.3	-0.2	8.2

# New compounds follow.
SMILES	STK33 inh	OX1R antag-2	OX1R antag-1
COc1ccc(S(=O)(=O)Nc2cccc3c2O[C@H](CN(C)S(=O)(=O)c2ccc(OC)cc2)[C@@H](C)CN([C@H](C)CO)C3=O)cc1	0.3	-20.8	-2.6
CC1=C(C(=O)Nc2ccc(C)cc2)C(c2ccc(N(C)C)cc2)NC(=O)N1 (configuration not stated)	0.0	-7.1	3.8
CCCCNC(=S)N1CCN(Cc2ccc3c(c2)OCO3)CC1	-3.3	-6.3	22.2
O=C(Nc1ccc(Br)cc1Br)c1cccc2c1C(=O)N(C1CCCCC1)C2	-1.8	-26.8	7.2
O=C(NN=C1CCCCCCCCCCC1)c1cccc(S(=O)(=O)N2CCOCC2)c1	-0.1	-22.0	12.2
O=C1CCN(S(=O)(=O)c2ccc(Cl)cc2)N1	2.2	-11.8	7.4
CCC(Sc1nc(N)c(NC(=O)c2ccco2)c(=O)[nH]1)C(=O)O (configuration not stated)	-3.3	-18.7	23.0
CCOc1cc(CNCCO)cc(Br)c1OCc1cccs1	-1.2	-4.3	9.0

# One compound at a time, as listed above:
# CCOc1cc(CNCCO)cc(Br)c1OCc1cccs1 reads STK33 inh = -1.2; OX1R antag-2 = -4.3; OX1R antag-1 = 9.0
# CC1=C(C(=O)Nc2ccc(C)cc2)C(c2ccc(N(C)C)cc2)NC(=O)N1 (configuration not stated) reads STK33 inh = 0.0; OX1R antag-2 = -7.1; OX1R antag-1 = 3.8

# Following part
SMILES	STK33 inh	OX1R antag-2	OX1R antag-1
Cc1ccc(OCc2n[nH]c(=S)n2Cc2ccccc2)cc1	-1.1	-6.0	2.7
CCCC(C(=O)Nc1cccc(S(=O)(=O)N2CCCC2)c1)c1ccccc1 (configuration not stated)	-1.3	-6.3	12.4
N#CC(C(=O)Nc1cccc(Cl)c1)=C1Nc2ccccc2N1	-1.1	-31.3	23.2
CCOc1ccc(Br)cc1S(=O)(=O)Nc1ccc(Cl)c(S(=O)(=O)N(C)C)c1	0.3	-10.0	5.1
Cc1cccc(COc2ccc(/C=N/NC(=O)c3nnn(-c4nonc4N)c3CN3CCCCC3)cc2)c1	-1.7	6.9	3.7
Cc1cccc(NC(=O)C2CC2c2ccccc2)c1C (configuration not stated)	4.3	-8.9	-2.2
N#CCc1cc2ccc3cccc4ccc(c1)c2c34	-1.3	-5.2	3.9
CCOc1ccc2nc(NC(=O)C(CCSC)NS(=O)(=O)c3cccs3)sc2c1 (configuration not stated)	0.3	-1.2	14.0

# Additional records:
SMILES	STK33 inh	OX1R antag-2	OX1R antag-1
O=C(CCn1c(=O)oc2ccccc21)Nc1nccs1	-2.9	-9.7	19.9
Cc1ccc(Nc2nnc(SCc3ccccc3)s2)cc1	-0.9	-32.9	35.3
Cc1ccc(C(=O)Oc2cccc(NC(=O)c3cccs3)c2)cc1S(=O)(=O)N1CCOCC1	0.1	20.7	79.1*
O=C(COC(=O)c1ccc([N+](=O)[O-])cc1)Nc1ccc(Cl)cn1	0.1	-14.1	18.0
COc1ccc(/C=N/NC(=O)COc2ccc(Cl)cc2Cl)cc1Cn1nc(C)cc1C	-1.6	-15.9	20.2
Cc1cccc(N(C(=O)CNC(=O)c2ccco2)C(C(=O)NCC2CCCO2)c2ccccc2)c1 (configuration not stated)	-0.2	-39.0	4.5
Cc1ccc2cc(CCNC(=O)c3cccs3)c(=O)[nH]c2c1	-0.6	-34.9	13.2
O=C(NCCc1ccccc1)C1CCC(=O)N1CCc1ccccc1 (configuration not stated)	1.1	-12.2	-2.6

# Of the compounds above, 3 have an NH in an aromatic ring.
SMILES	STK33 inh	OX1R antag-2	OX1R antag-1
CCC(Sc1nc(N)c(NC(=O)c2ccco2)c(=O)[nH]1)C(=O)O (configuration not stated)	-3.3	-18.7	23.0
Cc1ccc(OCc2n[nH]c(=S)n2Cc2ccccc2)cc1	-1.1	-6.0	2.7
Cc1ccc2cc(CCNC(=O)c3cccs3)c(=O)[nH]c2c1	-0.6	-34.9	13.2

# Next compounds
SMILES	STK33 inh	OX1R antag-2	OX1R antag-1
C#CCn1c(=NC(=O)c2sc3ccccc3c2Cl)sc2cc(S(N)(=O)=O)ccc21	-1.9	3.2	6.9
Cc1ccc(-c2nn3c(C)nnc3s2)cc1NCc1c(F)cccc1Cl	-1.6	-16.3	15.4
CCC(C)(C)n1nnnc1C(c1ccc(OC)cc1)N1CCN(C(=O)c2ccco2)CC1 (configuration not stated)	-0.4	-8.4	9.4
CC(C)CC1C2C(=O)N(c3ccccc3)C(=O)C2ON1c1ccccc1 (configuration not stated)	-1.7	-21.2	16.2
O=C(O)Cc1ccc(NS(=O)(=O)c2c(Cl)cccc2Cl)cc1	-0.5	-6.5	22.6
COc1ccc(NC(=S)NC(=O)c2cccnc2)cc1	-1.0	4.2	1.6
c1ccc(-c2nc[nH]c2-c2ccccc2)cc1	.	-15.7	21.6
Cc1nc2cc(NC(=O)COc3ccc(C#N)cc3)ccc2n1-c1ccccc1	0.2	-8.2	21.8

# Going on with the list.
SMILES	STK33 inh	OX1R antag-2	OX1R antag-1
O=C1OC(CC(=O)N(Cc2nnc(-c3ccccc3Cl)o2)C2CC2)c2ccccc21 (configuration not stated)	-0.4	-19.2	11.6
Cn1c(CSc2nc3ccc(Br)cc3[nH]2)nc2ccccc21	-0.2	26.9	36.0
CCn1c(=O)n(CC)c2cc(N3CCCC3)c(NC(=O)c3ccc(C)c([N+](=O)[O-])c3)cc21	1.1	-36.3	10.1
Cc1ccc(C(=O)Nc2ccccc2C(=O)NCc2ccco2)cc1S(=O)(=O)N1CCCCC1	-0.7	-18.4	18.6
CN(C(=O)COC(=O)C1CCN(S(=O)(=O)c2ccc3c(c2)OCCO3)CC1)c1ccccc1	-1.7	-23.9	14.8
CCOC(=O)/C(=N\Nc1ccccc1)P(=O)(c1ccccc1)c1ccccc1	-3.5	-29.4	8.5
O=C(c1ccncc1)N1N=C(c2ccc(Cl)cc2)CC1c1ccccc1O (configuration not stated)	1.8	-22.2	10.1
COc1cc(/C=C/C(=O)c2ccc(F)cc2)cc(OC)c1OC	-1.4	-25.9	9.9

# Next section:
SMILES	STK33 inh	OX1R antag-2	OX1R antag-1
O=C(CSc1n[nH]c(-c2ccco2)n1)Nc1ccc(Br)cc1	-0.5	-15.2	7.7
Cc1noc2ncnc(N3CCN(c4cccc(Cl)c4)CC3)c12	-1.2	-27.9	15.6
CCOC(=O)N1CCN(c2nc3ccccc3n3cnnc23)CC1	3.6	-5.3	21.9
O=C(O)[C@H](Cc1ccccc1)NC(=O)N1CCN(c2ccc(F)cc2)CC1	0.3	-9.9	1.3
CCCCOc1ccc(NC2=NC3(CCCC3)N=C(N)N2)cc1	1.8	-17.9	16.1
CCN1CCN(C(=O)/C=C/c2ccc(OC)c(OC)c2)CC1	-0.5	-13.9	-2.0
Fc1ccccc1NC(=S)Nc1cccc2cnccc12	6.4	-16.4	24.8
CN(C)c1nc2n(c(=O)n1)CCO2	-3.8	10.1	26.1

# New compounds follow
SMILES	STK33 inh	OX1R antag-2	OX1R antag-1
O=C(N/N=C/c1cccn1-c1ccc([N+](=O)[O-])cc1)C(O)c1ccccc1 (configuration not stated)	0.4	-3.2	14.2
CCOC(=O)c1c(SC)[nH]c2c(Cl)cccc2c1=O	-0.3	-3.4	1.0
CC(=O)Nc1ccc(S(=O)(=O)N2CCCC(C(=O)N3CCN(c4ccccc4)CC3)C2)cc1 (configuration not stated)	-0.6	-9.0	29.9
COc1cc(SC)ccc1C(=O)NC1CCCc2ccccc21 (configuration not stated)	-0.1	-15.7	32.1
O=[N+]([O-])c1cccc2ccc(/C=C/c3cccc(Br)c3)nc12	-1.1	-28.3	-3.3
CCCCc1nc(SCC(=O)Nc2ccc(S(N)(=O)=O)cc2)n[nH]1	-1.0	-5.1	0.4
COc1ccc(CN(C)C(=O)Cc2ccc(OC)c(S(=O)(=O)N3CCOCC3)c2)cc1OC	2.5	-12.8	5.0
C/C(=N/N1CCN(c2ccccn2)CC1)c1cccc([N+](=O)[O-])c1	0.3	-12.5	7.8

# (cont.)
SMILES	STK33 inh	OX1R antag-2	OX1R antag-1
Cn1c(CC(=O)Nc2ccc(F)cc2)nnc1SCC(=O)NC1CCCCC1	0.2	-24.2	20.2
CC1CC(C)CN(c2ncc3c(n2)CC(c2ccccc2Cl)CC3=O)C1 (configuration not stated)	-1.9	-22.3	9.1
COc1cc(/C=N/NC(=O)c2ccc(NC(=O)C3CC3)cc2)ccc1OC(C)=O	-1.3	-25.3	37.8
CCc1ccc(C(=O)C(C)OC(=O)c2nc3nc(C)cc(C)n3n2)cc1 (configuration not stated)	-0.8	-5.3	-0.1
CCN1C(=O)CC2(C[N+]3(C)CCC2CC3)C1=O (configuration not stated)	-0.4	-0.3	4.6
C/C(Cl)=C/Cn1c(NCCCn2ccnc2)nc2c1c(=O)[nH]c(=O)n2C	-1.5	-6.6	27.6
COc1ccc(N(CC(=O)NCCSC2CCCCC2)S(C)(=O)=O)c(OC)c1	0.0	-31.0	5.4
Cc1c(C(=O)NCCN2C(=O)S/C(=C\c3cccs3)C2=O)cccc1[N+](=O)[O-]	-1.2	2.9	37.7

# The listing continues:
SMILES	STK33 inh	OX1R antag-2	OX1R antag-1
O=C(C1CCN(S(=O)(=O)c2cccc3nsnc23)CC1)N1CCCc2ccccc21	-0.3	-17.1	18.6
O=[N+]([O-])c1ccc(N2CCN(CCO)CC2)c2ncccc12	.	-1.0	39.7
COc1cccc(NS(=O)(=O)c2ccc(S(=O)(=O)N3CCOCC3)cc2)c1	0.1	13.6	7.9
CN(C)c1ccc(C(C[N+](=O)[O-])c2c(N)n(C)c(=O)n(C)c2=O)c(F)c1C#N (configuration not stated)	0.2	-22.2	-3.9
O=C(CSc1nccc(=O)[nH]1)NC1CCCC1	-1.4	-11.4	4.8
Cc1nnc2sc(-c3ccc(NC(=O)CSc4ccc(Cl)cc4)cc3)nn12	-0.2	-20.9	20.2
Cc1cccc2c1-c1sc(C(=O)Nc3ccccc3N3CCN(C)CC3)cc1CO2	1.2	-22.4	21.9
CC(C)CN(CCNC(=O)CN1C(=O)COc2ccc(S(=O)(=O)N3CCOCC3)cc21)CC(C)C	-0.4	-25.1	8.1

# (next part)
SMILES	STK33 inh	OX1R antag-2	OX1R antag-1
Cc1ccc(NC2CCCN(C(=O)c3ccccc3N3CCOCC3)C2)cc1C (configuration not stated)	-0.6	-20.3	16.3
c1ccc(Cn2cc(-c3cccnc3)cn2)cc1	0.3	4.3	20.3
CC(=O)NS(=O)(=O)c1ccc(NC(=O)CN2C(=O)C3C4C=CC(C4)C3C2=O)cc1 (configuration not stated)	-1.1	-3.0	14.2
Cn1c(=O)c2c(Nc3ccc(F)cc3)cc(=O)n(-c3ccccc3)c2n(C)c1=O	-2.1	-29.1	2.0
COc1ccc(S(=O)(=O)NC(C)(C)C)cc1-c1nnc2c3ccccc3c(C)nn12	0.3	-12.6	22.2
CCN1C(=O)N/C(=C/c2ccc(C)o2)C1=O	0.5	-19.6	18.0
COCCN(Cc1cc2cc(C)c(C)cc2nc1Cl)C(=O)N1CCOCC1	-1.3	-33.6	18.3
COc1ccc(C2CC(c3cccs3)=NN2C(=O)CSc2nc(=O)n3cc(C)ccc3n2)cc1 (configuration not stated)	0.4	-22.7	14.4

# (continued)
SMILES	STK33 inh	OX1R antag-2	OX1R antag-1
O=C(Nc1cccc(-c2nc3ncccc3o2)c1)c1ccco1	3.7	-17.9	51.8
Cc1ccc2nc(SCC(=O)N3CCCCCC3)nc(=O)n2c1	0.9	-8.1	21.0
COc1ccccc1N1C(=O)C2C3CC(c4ccccc4)C(C3)C2C1=O (configuration not stated)	-1.8	-18.6	17.2
Cc1ccc(N(C(=O)c2csnn2)C(C(=O)NCc2ccccc2)c2cccnc2)cc1 (configuration not stated)	0.7	-39.0	21.0
CC[C@]12c3[nH]c4cc(CCC(=O)N(C)C)ccc4c3CCN1C(=O)[C@@H](CC(=O)NCc1cccc(C(F)(F)F)c1)C[C@@H]2C(=O)N1CCN(C(=O)c2ccco2)CC1	.	-18.5	3.9
COc1ccc(-c2[nH]ncc2CN(C)CCN2CCOCC2)cc1F	1.6	-15.6	17.8
COc1ccc(CN2CCC(n3nccc3NC(=O)C3CC3)CC2)cc1O	-1.6	-13.1	16.4
C=CCN(c1ccc(C(=O)Nc2cccc([N+](=O)[O-])c2)cc1)S(C)(=O)=O	-1.5	-4.0	14.5
COc1ccc(N(CC(=O)NCc2ccc(F)cc2)C(=O)CCC(=O)Nc2ccccn2)cc1	-0.7	-34.0	13.3
